Growth percent in the NCI-60 one-dose screen (48 h, 10 µM unless noted): 100 = growth as untreated, 0 = no growth, -100 = all killed.
MDA-MB-231 – MDA-MB-231 breast cancer | hit rate 5% among 81,000 | AID 1794789
BT-549 – BT-549 breast cancer. hit rate 4.4% among 78,000. AID 1794793
HS 578T – HS 578T breast cancer; hit rate 4.1% among 78,000; AID 1794788
LOX IMVI – LOX IMVI melanoma. hit rate 7.4% among 79,000. AID 1794757
MDA-MB-468 – MDA-MB-468 breast cancer; hit rate 8.5% among 78,000; AID 2202374
MCF7 – MCF7 breast cancer. hit rate 6.3% among 82,000. AID 1794796
MALME-3M – MALME-3M melanoma. hit rate 5.8% among 78,000. AID 1794766
T-47D – T-47D breast cancer; hit rate 5% among 79,000; AID 1794792
Active calls of the source: *; · = not tested or not shown; & = joins results of further samples; [ ] = remark or other dose. The calls were made as follows: active = growth percent below 10; inactive = the rest.

SMILES	MDA-MB-231	BT-549	HS 578T	LOX IMVI	MDA-MB-468	MCF7	MALME-3M	T-47D
COC(=O)C1=CCCCC(N2CCOCC2)=C1C(=O)OC	108	110	93	100	97	105	108	112
CC(C)CCc1nc2ccc(NCc3ccc(OCCN4CCC(C)CC4)cc3)cc2[nH]1	60	77	84	60	66	62	32	97
O=CNc1cc2c(cc1Br)-c1ccccc1C2O (stereo unspecified)	79	105	·	97	48	58	·	29
Cc1ccc(/C=C(/C#N)C(N)=O)cc1	114	94	119	91	102	99	94	97
O=[N+]([O-])c1ccc2[nH]c(=S)[nH]c2c1	90	102	92	104	120	95	116	107
COC(=O)/C=C(\C)Nc1ccc([N+](=O)[O-])cc1	113	85	127	81	90	94	91	89
CCCc1n(Cc2ccc3ccccc3c2)c2ccccc2[n+]1Cc1ccc2ccccc2c1	-72*	-77*	-8.5*	-90*	-45*	-64*	-63*	-9.4*
Cc1ccc(S(=O)(=O)/C=C\S(=O)(=O)c2ccc(C)cc2)cc1	112	116	114	103	82	102	116	88
CCOC(=O)C1=C(Nc2ccc(Br)cc2)C(=O)N(CC)C1	82	87	97	94	101	105	101	107
O=C(O)CC1S/C(=N/N=C/c2nc3ccccc3s2)NC1=O (stereo unspecified)	102	98	91	100	104	61	107	85
CC(C)Cc1nc2n[nH]c(N)c2c2c1CCCC2	98	·	110	100	102	99	124	·
O=C(Cn1c(/C=C/c2ccc3c(c2)OCO3)nc2ccccc2c1=O)Nc1ccccc1	61	·	79	67	100	45	66	76
Cc1ccc2cnc(N)c(C#Cc3cncc(C(=O)Nc4ccc(CN5CCN(C)CC5)c(C(F)(F)F)c4)c3)c2c1	-95*	-75*	-39*	-92*	-87*	-86*	-83*	-65*
O=S(=O)(O)c1ccc(N=Nc2c(O)ccc3cc(Br)ccc23)cc1	108	·	111	97	125	99	97	96
CCOC(=O)c1cnn(CC(C)O)c1NC(=O)NCc1ccccc1F (stereo unspecified)	108	95	99	103	103	101	101	100
C#CCSC(=N)N	106	113	104	85	·	91	105	88
Clc1c(Br)c(-c2ccccc2)nc2ccccc12	108	105	·	89	112	121	123	105
O=C(CSc1nnc2n1N=C(c1ccccc1)CS2)c1ccccc1	99	98	88	105	99	88	120	95
CCOC(=O)c1cn2c3c(cccc3c1=O)C(=O)/C(=C/c1ccc(C(F)(F)F)cc1)C2	99	96	81	96	92	83	114	88
OCc1cnccc1NC1CCCCC1	121	89	106	98	108	101	95	80
CC[C@H](CC[C@@H](C)[C@H]1CC[C@H]2[C@@H]3C/C(=N\OCCC#N)[C@@H]4C/C(=N/OCCC#N)CC[C@]4(C)[C@H]3CC[C@]12C)C(C)C	113[100 µM]	109[100 µM]	106[100 µM]	106[100 µM]	96[100 µM]	94[100 µM]	111[100 µM]	83[100 µM]
OC(c1ccccc1)C(NCc1ccccc1)c1ccccc1 (stereo unspecified)	98	99	107	85	95	97	104	92
Nc1nc2[nH]cc(CCc3ccc(C(=O)N[C@@H](CCc4nn[nH]n4)c4nn[nH]n4)cc3)c2c(=O)[nH]1	109	108	87	100	104	101	94	99
CC(=O)c1cc2c(N)c(C(=O)Nc3ccccn3)sc2nc1C	87	99	74	92	57	73	90	94
O=S(=O)(O)c1ccc(Cl)c(Cl)c1	108	98	120	92	115	100	·	105
COC(=O)/C=C/C(=O)OC	120	104	105	104	99	99	·	115
COc1cc(NS(C)(=O)=O)ccc1Cc1c2ccccc2nc2ccccc12	53	-14*	48	-26*	-14*	28	15	34
COc1cccc(C2C3=C(COC3=O)N(CCO)c3cc(OC)ccc32)c1 (stereo unspecified)	8.3*	17	15	24	-13*	23	·	62
O=C(Nc1nccs1)c1ccc([N+](=O)[O-])cc1	100	79	110	100	·	91	109	89
Nc1c(C(=O)Nc2ccnc3ccccc23)sc2nc3c(cc12)CN(Cc1ccccc1)CC3	68	31	90	70	44	69	96	38
O=C(O)[C@H]1O[C@@H](n2cnc3c(=O)[nH]cnc32)[C@H](O)[C@@H]1O	100	108	107	100	108	101	109	99
O=S(=O)(OCCOCCOS(=O)(=O)c1ccccc1)c1ccccc1	117	104	111	102	109	106	124	121
ON=C1CCCCCCCC1	123&107	101&110	108&107	102&95	107&102	91&99	99&100	99&98
CCN(CC)c1ccc(/C=C/C2=[N+](C)c3ccccc3C2(C)C)cc1	7.8*	0.7*	27	13	20	4.7*	19	14
C[N+](C)(C)c1ncnc2[n-]cnc12	87	·	96	76	·	90	98	84
CC(C)(C)n1nnnc1C(Nc1cccc([N+](=O)[O-])c1)c1cccc(Oc2ccccc2)c1 (stereo unspecified)	81	102	114	97	111	93	98	51
CC(C)C1(Cl)CC=C(CC(Cl)(Cl)Cl)CC1 (stereo unspecified)	107[5 µM]	108[5 µM]	106[5 µM]	96[5 µM]	99[5 µM]	107[5 µM]	108[5 µM]	93[5 µM]
Cc1ccc2c(c1)C(C)(O)CCC2 (stereo unspecified)	108	108	·	100	106	97	114	104
Cc1ccc2[nH]c(=O)cc(-n3nc(C)c(C#N)c3N)c2c1	103	99	100	99	134	94	103	94
COc1ccc(Cn2cc(COc3cc(/C=C/C(=O)c4cc(OC)c(OC)c(OC)c4)ccc3OC)nn2)cc1	85	31	83	36	49	21	101	65
CCn1c(SC/C(=N/O)c2ccccc2)nnc1-c1ccncc1	116	109	103	101	105	101	112	103
CCCCN(CCCC)CCCNc1c2c(nc3ccc(Cl)cc13)CCCC2	71	108	104	90	114	90	126	96
COc1ccc(Cc2nnc(SCC(=O)c3ccc(Cl)cc3)n2-c2ccccc2)cc1	93	·	97	97	91	94	83	·
Cn1ccc2cc(NC(=O)c3cnccn3)ccc21	103	104	108	102	103	93	83	93
O=C1OC(C(Cl)(Cl)Cl)Nc2ccccc21 (stereo unspecified)	106	94	113	101	115	99	97	93
CS(=O)(=O)C1=CN(CCO)C(=O)N2CCCN=C12	99	102	97	101	93	104	96	102
COc1ccc(-c2nc(SCc3nc4ccccc4[nH]3)nc(Nc3ccccc3)c2C#N)cc1	83	94	79	78	96	86	95	92
O=c1[nH]c(CN2CCN(c3ccccc3)CC2)nc2c(Br)cc(Br)cc12	115	123	92	100	114	110	109	103
COc1ccc(/C=c2\c(=O)n(-c3ccccc3)c3nnc(CC#N)n23)cc1	105	101	105	97	107	99	87	·
N#CC1(C#N)C(c2ccc([N+](=O)[O-])o2)OC23CCCCC2C1(C#N)C(=N)O3 (stereo unspecified)	107	109	99	93	106	83	115	103

Next part.
SMILES	MDA-MB-231	BT-549	HS 578T	LOX IMVI	MDA-MB-468	MCF7	MALME-3M	T-47D
N#Cc1c(Nc2ccccc2)nn2c(-c3ccc(F)cc3)c(-c3nc4ccccc4s3)c(N)nc12	93	124	100	102	102	94	107	114
CCOC(=O)C(CC(c1ccccc1)N1CCCCC1)[N+](=O)[O-] (stereo unspecified)	87	95	99	64	50	63	62	59
C[C@H](CCC[C@H](C)OS(=O)(=O)c1ccccc1)OS(=O)(=O)c1ccccc1	103	125	105	101	110	101	97	100
COc1cc(-c2cc(/C=C3\CCc4ccccc4C3=O)[nH]n2)cc(OC)c1OC	75	86	87	82	74	60	77	51
C=C1C(=O)O[C@H]2[C@H]1CC/C(C(=O)N[C@H]1C[C@H](O[C@H]3C[C@](O)(C(=O)CO)Cc4c(O)c5c(c(O)c43)C(=O)c3c(OC)cccc3C5=O)O[C@@H](C)[C@H]1O)=C\CC[C@@]1(C)O[C@@H]21	77	86	75	55	65	42	84	75
COc1ccc(Cl)cc1NC(=O)C1CC(=O)Nc2nc(N3CCCCC3)[nH]c(=O)c21 (stereo unspecified)	103	104	96	93	91	90	97	92
COc1ccc(C2SCC(=O)N2NC(=O)C(O)(c2ccccc2)c2ccccc2)cc1 (stereo unspecified)	97	98	104	91	·	121	81	95
CN(C)C=Nc1ccn(C2CC(F)C(CO)O2)c(=O)n1 (stereo unspecified)	117	98	90	105	96	95	94	95
Cc1[nH]c2ccccc2c1C1Cc2ccccc2N1C(=O)/C=C/c1ccccc1 (stereo unspecified)	80	76	88	86	80	85	90	37
Cc1csc(NC(=O)c2sc3nc(-c4cccs4)ccc3c2N)n1	93	·	99	95	82	71	100	·
NC(=O)c1ccccc1C(N)=O	115	109	106	120	·	104	95	271
CCc1ccc(C2=NN(c3ccc(S(C)(=O)=O)cc3)C(=O)CC2)cc1	56	22	-0.7*	35	51	26	39	41
CC(C)NC(=O)c1ccc(C(C)(C)C)cc1	103	118	97	96	99	102	105	92
CC(=O)CC(=O)Nc1ccc(-c2ccc(NC(=O)CC(C)=O)c(C)c2)cc1C	104	98	99	101	93	99	93	97
Nc1nnc(-c2cc(=O)oc3c2ccc2ccccc23)s1	94	101	86	93	99	93	107	97
CC1=C(C(=O)Nc2ccccn2)C(c2cn(-c3ccccc3)nc2-c2ccccc2)C(C(=O)Nc2ccccn2)=C(C)N1	88	106	99	97	97	96	97	94
COC(=O)c1oc2c(F)c(-c3ccc(OC)cc3)c(-c3ccccc3)c(-c3ccccc3)c2c1N	104	97	101	92	89	89	107	69
COc1cc(C(C2=C(O)c3ccccc3C(=O)C2=O)C2=C(O)c3ccccc3C(=O)C2=O)cc(OC)c1OC	102	94	121	83	111	88	107	114
CCCCCCCCCCCCCCCCNC(=S)N/N=C/c1ccc(Cl)cc1	·	109	116	109	116	100	128	92
O=[N+]([O-])c1ccc(-c2nnc(N3c4ccccc4C=Cc4ccccc43)o2)cc1	85	·	95	97	89	83	104	82

Compounds listed so far with an aryl thioether with sulfur outside any ring (4):
SMILES	MDA-MB-231	BT-549	HS 578T	LOX IMVI	MDA-MB-468	MCF7	MALME-3M	T-47D
O=C(CSc1nnc2n1N=C(c1ccccc1)CS2)c1ccccc1	99	98	88	105	99	88	120	95
CCn1c(SC/C(=N/O)c2ccccc2)nnc1-c1ccncc1	116	109	103	101	105	101	112	103
COc1ccc(Cc2nnc(SCC(=O)c3ccc(Cl)cc3)n2-c2ccccc2)cc1	93	·	97	97	91	94	83	·
COc1ccc(-c2nc(SCc3nc4ccccc4[nH]3)nc(Nc3ccccc3)c2C#N)cc1	83	94	79	78	96	86	95	92

(continued)
SMILES	MDA-MB-231	BT-549	HS 578T	LOX IMVI	MDA-MB-468	MCF7	MALME-3M	T-47D
O=C1CC2CCCC(C1)S2=O (stereo unspecified)	123	103	104	101	100	102	95	109
Cc1cc(C)n(-c2nc3sc(C(N)=O)c(C)c3c(=O)n2Cc2ccccc2)n1	102	91	·	99	109	111	105	90
OC1CCCSC1 (stereo unspecified)	110	105	132	103	107	98	126	101
O=C(CN1N=C(c2ccc(F)cc2)CCC1=O)Nc1nccs1	109	101	100	99	95	94	105	84
NC1=Nc2ccc(OC(F)(F)F)cc2SC1	100	100	86	96	99	100	85	85
CC1=NC(COC(=O)Nc2ccccc2)C(=O)N(CC(=O)NCCC(C)C)c2ccccc21 (stereo unspecified)	103	109	101	·	95	95	·	98
S=c1[nH]nc(Nc2cccnc2)n1-c1cccnc1	85	100	106	99	116	92	90	93
CN(C)Cc1ccc(C(C)(C)C)cc1Br	129	·	·	93	111	103	93	94
Cn1c2ccccc2c2nnc(SCCN3CCCCC3)nc21	89	98	94	91	105	91	104	90
Cc1ccc(-c2c(O)c(Br)c(-c3ccc(C)cc3C)c(O)c2Br)c(C)c1	107	90	106	96	89	92	103	88
O=C(c1ccc(Cl)cc1)c1no[n+]([O-])c1C(=O)c1ccc(Cl)cc1	124	99	109	-74*	·	92	-76*	90
C/C(Nc1ccc(Cl)c(Cl)c1)=C1\CCOC1=O	95	87	98	68	71	96	109	87
CCNCC#CCNCC	116	106	106	97	105	103	103	94
CN(C)CC1=NC2SC=C(c3ccccc3)C2C(=O)N1CC#N (stereo unspecified)	92	118	118	100	·	121	83	87
CN(C)c1ccc(/C=C(\C#N)C(N)=O)cc1	102	93	103	97	101	96	104	95
O=C(NCCCNc1nccc(-n2ccc3cccnc32)n1)c1c(F)cccc1F	96	·	103	102	101	88	106	97
C=CCn1c(SCC(=O)Nc2ccc(C(=O)/C=C/c3ccc(Cl)cc3)cc2)nnc1-c1ccc(Br)cc1	81	87	72	78	79	13	98	89
Cc1cn(C2CC(N=[N+]=[N-])C(COP(=O)(O)OP(=O)(O)OP(=O)(O)O)O2)c(=O)[nH]c1=O (stereo unspecified)	118	115	133	101	·	104	88	111
Cc1cc(Cl)ccc1N=Cc1ccc(OCc2ccccc2)cc1	80	76	93	85	99	89	99	100
CC(=O)Oc1ccc(C)cc1C	104	91	109	97	112	78	104	98
CN(C1c2ccccc2Oc2ccccc21)S(=O)(=O)c1ccc2ccccc2c1	74	89	84	82	59	86	87	68
CCO/C=N/C1=C(C#N)C(c2ccc(OC)cc2)c2c(c3cc(Cl)ccc3[nH]c2=O)O1 (stereo unspecified)	101	100	104	98	100	99	98	101
CN1CCN(c2ccc(Nc3nc(NCCNS(=O)(=O)c4ccc(Br)cc4)c4sccc4n3)cc2)CC1	102	114	80	111	99	88	117	96
COc1ccc(N2C(=O)c3cc(Cl)ccc3NC2SCc2ccccc2)cc1 (stereo unspecified)	85	98	106	95	98	85	99	88
N#CNC(=S)S	107	100	94	103	100	111	112	115

An excerpt of these results, in markdown:
| SMILES | MDA-MB-231 | BT-549 | HS 578T | LOX IMVI | MDA-MB-468 | MCF7 | MALME-3M | T-47D |
| --- | --- | --- | --- | --- | --- | --- | --- | --- |
| CN(C1c2ccccc2Oc2ccccc21)S(=O)(=O)c1ccc2ccccc2c1 | 74 | 89 | 84 | 82 | 59 | 86 | 87 | 68 |
| COc1ccc(N2C(=O)c3cc(Cl)ccc3NC2SCc2ccccc2)cc1 (stereo unspecified) | 85 | 98 | 106 | 95 | 98 | 85 | 99 | 88 |
| CN1CCN(c2ccc(Nc3nc(NCCNS(=O)(=O)c4ccc(Br)cc4)c4sccc4n3)cc2)CC1 | 102 | 114 | 80 | 111 | 99 | 88 | 117 | 96 |
| N#CNC(=S)S | 107 | 100 | 94 | 103 | 100 | 111 | 112 | 115 |
| CCO/C=N/C1=C(C#N)C(c2ccc(OC)cc2)c2c(c3cc(Cl)ccc3[nH]c2=O)O1 (stereo unspecified) | 101 | 100 | 104 | 98 | 100 | 99 | 98 | 101 |

Screening results as filed in PubChem.
